Assay outcomes (PubChem BioAssay)
Giardia FBPA inh: qHTS Assay for Inhibitors of Fructose-1,6-bisphosphate Aldolase from Giardia Lamblia; A8B2U2; purified Giardia FBPA; Potency, µM (titrated, usually from 59.6 µM), inactives show top-dose activity, negative = inhibition, hits mostly inhibitors; 290,000 compounds, 0.71% hits; AID 2451, 2010; also: potency is read from the fitted curve at half-maximal effect; nearly all actives have a fitted effect of over 55% in size
Target sequence (A8B2U2 whole entry, looked up): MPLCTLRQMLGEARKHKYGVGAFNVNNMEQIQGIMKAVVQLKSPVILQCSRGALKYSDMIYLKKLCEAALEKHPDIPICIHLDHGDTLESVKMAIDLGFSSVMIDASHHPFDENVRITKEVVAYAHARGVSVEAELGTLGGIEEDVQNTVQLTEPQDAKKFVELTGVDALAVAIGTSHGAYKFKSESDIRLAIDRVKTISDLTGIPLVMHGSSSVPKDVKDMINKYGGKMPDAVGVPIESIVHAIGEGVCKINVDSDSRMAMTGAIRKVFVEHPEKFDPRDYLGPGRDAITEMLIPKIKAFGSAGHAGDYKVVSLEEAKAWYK
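40 nM FBPA preincubated 10 min at RT with compound (up to 57.5 uM final), then substrate plus GAPDH/TPI/NAD/arsenate coupling and diaphorase/resazurin added. Fluorescence read after 20 min at RT, 525/598 nm.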
AmpC no deterg: qHTS Inhibitors of AmpC Beta-Lactamase (assay without detergent); P00811; AmpC nitrocefin hydrolysis, absorbance 480 nm, 0.0001% Triton; Potency, µM (highest dose often 57.1 µM), for the others: at the top dose activity change, negative = inhibition, hits mostly inhibitors; 330,000 compounds, 0.52% hits;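 also: potency is read from the fitted curve at half-maximal effect; plate controls were no compound for no effect and no enzyme for full effect; nearly all actives have a fitted effect of over 20% in size; some results filed as inactive show a strong effect at the top dose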
Target sequence (P00811 whole entry, looked up): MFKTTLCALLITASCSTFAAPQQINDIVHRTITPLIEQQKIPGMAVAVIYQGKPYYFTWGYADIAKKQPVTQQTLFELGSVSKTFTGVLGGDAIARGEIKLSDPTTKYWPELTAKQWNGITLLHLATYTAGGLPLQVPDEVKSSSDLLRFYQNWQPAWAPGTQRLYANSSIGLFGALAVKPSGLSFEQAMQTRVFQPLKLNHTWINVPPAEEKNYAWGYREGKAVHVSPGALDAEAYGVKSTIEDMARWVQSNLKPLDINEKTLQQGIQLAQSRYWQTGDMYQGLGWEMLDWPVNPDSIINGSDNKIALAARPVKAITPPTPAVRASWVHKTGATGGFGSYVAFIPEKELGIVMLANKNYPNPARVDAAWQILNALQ
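20 mM phosphate pH 7.0 + 0.01% (detergent screen) or 0.0001% Triton X-100; 5.3 nM AmpC reagent; cpd preinc 15 min RT; nitrocefin (800 uM stock) to start; A480 q20 s × 4 min; Activity was normalised to no-enzyme and no-compound control wells.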
HCMV antiviral: qHTS Assay for inhibitors of the human cytomegalovirus (HCMV) | 410,000 compounds, 4.5% hits | HFF cells, HCMV-luciferase reporter, 72 h; stronger effect = lower value | AID 1259415, 2018 | activity change, negative = inhibition, % at 57.5 µM; in the data active = activity change below about -60%; inconclusive = no clear call, values can overlap the other calls; inactive = above about -39%
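Compounds were evaluated in HFFs infected with an HCMV luciferase reporter virus (MOI 1 PFU/cell). Luciferase in lysates collected 72 h post infection served as the replication measure.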
AMA1-RON2 inh: qHTS for Inhibitors of AMA1-RON; Towards Development of Antimalarial Drug Lead: Primary Screen; 360,000 compounds, 0.2% hits; Potency, µM (series often up to 58.2 µM), without a hit: at the highest dose activity change, negative = inhibition, hits mostly inhibitors; AlphaScreen AMA1-biotinylated RON2 peptide binding;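 also: potency is read from the fitted curve at half-maximal effect; 0% = vehicle wells and -100% = peptide control; nearly all actives have a fitted effect of over 45% in size; some results filed as inactive show a strong effect at the top dose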
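AMA1 (3D7) with his tag at 25 nM final met compounds first, then biotinylated RON2 peptide at 25 nM; detection used donor plus acceptor beads, 10 µg/mL apiece, read by AlphaScreen after 30 min at room temperature.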
Sm TGR block: qHTS Assay for the Inhibitors of Schistosoma Mansoni Peroxiredoxins; 360,000 compounds, 3% hits; purified TGR, DTNB reduction, TNB absorbance 405 nm; AID 485364, 2010; Schistosoma mansoni thioredoxin glutathione reductase (TGR), Q962Y6; Potency, µM (doses to about 114 µM), without a hit: at the top dose activity change, negative = inhibition, actives largely listed as inhibitors; also: potency is read from the fitted curve at half-maximal effect; nearly all actives have a fitted effect of over 60% in size
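Kinetic colorimetric format: TGR-catalysed, NADPH-driven DTNB reduction monitored via TNB absorbance. Enzyme dispensed at 20 nM; compound exposure 15 min at room temperature before reaction start.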
AmpC inh detg: qHTS Inhibitors of AmpC Beta-Lactamase (assay with detergent); 370,000 compounds, 0.041% hits; P00811; AmpC hydrolysis of nitrocefin, absorbance 480 nm, 0.01% Triton; Potency, µM (doses to about 114 µM), without a hit: at the highest dose activity change, negative = inhibition, hits mostly inhibitors;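 also: potency is read from the fitted curve at half-maximal effect; 0% = no-compound wells and -100% = no-enzyme wells; nearly all actives have a fitted effect of over 25% in size; some results filed as inactive show a strong effect at the top dose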
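20 mM phosphate pH 7.0 + 0.01% (detergent screen) or 0.0001% Triton X-100; 5.3 nM AmpC reagent; cpd preinc 15 min RT; nitrocefin (800 uM stock) to start; A480 q20 s × 4 min; Activity was normalised to no-enzyme and no-compound control wells.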
Active calls of the source: *; u = inconclusive; x = not tested or not shown; & = joins results of further samples; [ ] = another dose, or the depositor's remark. Unless noted, calls follow the shape of the dose curve; as a rule, active = well fitted curve in the direction sought with a large enough effect; inconclusive = small, poorly fitted or top-dose-only effect, or another doubt; inactive = no such curve, though single readings can be large; an effect the other way counts as inactive or inconclusive. Unless noted, % is scaled to controls: 0 for no effect and ±100 for the full control effect.

SMILES | Giardia FBPA inh | AmpC no deterg | HCMV antiviral | AMA1-RON2 inh | Sm TGR block | AmpC inh detg
COc1ccc(Cl)cc1-c1nc(SCC(=O)NC2CCCC2)n[nH]1 | x | 2.3% | u | 16.7% | x | x
COc1cc(CNC(C)c2ccccc2)cc(Br)c1OCc1ccc(F)cc1 (stereo not drawn) | u | 40.2% | u | 20.5% | 16.8% | u
O=C(O)c1ccccc1-c1ccccc1C(=O)Nc1ccc2c(c1)CCC2 | 0.0% | -31.2% | -23.0 | 2.0% | 1.5% | u
CCSc1nnc(Cc2cc(=O)[nH]c(=O)[nH]2)n1-c1ccc(F)cc1 | -0.9% | -20.8% | -12.2 | 6.6% | -3.1% | -11.9%
Oc1ccccc1CNc1nccs1 | 3.3% | -7.7% | 26.4 | 4.1% | -28.1% | -16.4%
CCCOc1ccc(Cc2c(O)nc(SC)[nH]c2=O)cc1 | -13.3% | -31.5% | 1.1 | -8.2% | 0.5% | -16.0%
O=C(Cn1c(=O)n(Cc2ccc3c(c2)OCO3)c(=O)c2oc3ccccc3c21)Nc1ccccc1F | x | x | -19.0 | x | -2.1% | 5.7%
COC(=O)c1ccc(COC(=O)CSCC(=O)Nc2ccc(C)cc2C)cc1 | x | -4.6% | -13.9 | -7.9%[11.6 µM] | x | x
Cc1cccc2cc(C#N)c(SCC(=O)N3CC(=O)Nc4ccccc43)nc12 | -1.4% | -31.4% | -96.5* | -0.1% | 0.7% | 4.0%
O=C1/C(=C/c2ccncc2)N2CCC1CC2 | 5.3% | -21.3% | 3.8 | 7.3% | -29.7% | -14.1%
Cc1n[nH]c(=S)n1/N=C/c1ccccc1OCc1ccc(Cl)cc1Cl | 0.3% | -22.7% | -27.8 | 41.8%[activator] | -6.8% | -2.0%
O=C(O)CSc1nc(-c2ccccc2)cc(=O)[nH]1 | 5.4% | -13.4% | -11.8 | -6.1% | 1.3% | -8.2%
O=C(N[C@@H](Cc1ccc(O)cc1)C(=O)O)C(c1ccccc1)c1ccccc1 | 26.1% | -17.0% | -8.9 | 8.8% | -0.4% | 2.6%
CCOc1ccccc1NC(=O)CCCc1nc2ccccc2c(=O)[nH]1 | u | -9.4% | -86.5* | -7.8% | -3.1% | 0.5%
COc1cccc(CNS(=O)(=O)c2ccc3c(c2)CCN3C(=O)C2CCC2)c1 | x | x | -6.7 | x | -1.2% | 1.3%
O=C(CN1CCN(c2ccccn2)CC1)Nc1ccc(Oc2ccccc2)cc1 | -12.6% | 110.7%[activator] | -8.7 | -8.7% | 9.8% | 3.9%
CN(C)S(=O)(=O)c1cc(NC(=O)CN2CCN(c3ccccc3O)CC2)ccc1Cl | -2.1% | 42.8% | -2.5 | -2.2% | -17.2% | u
CCOC(=O)Cc1c(C)nc2c(-c3ccccc3)c(-c3ccccc3)[nH]n2c1=O | -10.3% | 1.0% | 38.3 | 38.6%[activator] | -7.3% | -7.8%
CCOc1ccc(N(C(=O)c2snc(C(N)=O)c2N)C(CC)C(=O)NC2CCCC2)cc1 (stereo not drawn) | 8.1% | 60.3%[activator] | 5.7 | 2.7% | 6.9% | 1.2%
CCOP(=O)(OCC)C(NC(=O)Nc1ccccc1)c1ccccc1 (stereo not drawn) | -5.3% | -3.7% | -23.6 | -15.4% | -3.3% | -5.2%
Cc1ccc(NC(=O)CCC(=O)c2cccs2)cc1F | 2.3% | -17.3% | -63.8* | -10.9% | 3.1% | -2.9%
COc1ccc2ccccc2c1C1CC(=O)N2CN(C)CSC2=C1C#N (stereo not drawn) | u | -49.2% | 14.7 | -6.2% | 10µM* | -13.3%
Oc1ccc(-c2ccccc2)cc1CN1CCCCCC1 | -2.3% | -23.9% | -27.9 | 3.5% | 10.3% | 0.9%
CC(=O)Nc1nc(SCC(=O)NCC2CCCO2)[nH]c(=O)c1NC(=O)c1cccs1 (stereo not drawn) | 1.3% | -10.9% | 25.9 | -0.4% | 13.4% | 2.2%
CCn1cc(C(=O)Nc2ccc(OC)c(OC)c2)c2cc(OC)c(OC)cc2c1=O | 0.6% | 73.8%[activator] | -16.6 | -4.6% | -7.5% | u
CCOC(=O)C1CN(S(=O)(=O)c2ccc(C)cc2)c2ccccc2O1 (stereo not drawn) | -2.5% | -1.7% | 36.4 | 14.9% | u | -6.7%
COc1cc(OC)c(C2C(C(=O)Nc3ccccc3)=C(C)Nc3ncnn32)cc1OC (stereo not drawn) | -8.7% | -9.8% | 19.1&-10.2 | -0.4% | 7.1% | 1.0%
Cc1ccc(S(=O)(=O)N2CCCCC2)cc1C(=O)Nc1ccc(N2CCOCC2)cc1 | -2.3% | 36.7% | -33.0 | 6.4% | -10.4% | 0.0%
COc1ccc(CC2(CO)CCN(Cc3cnn(-c4ccccc4)c3)CC2)cc1 | 0.2% | 57.5% | -32.7 | -2.9% | 14.1% | -4.2%
CN(CC(=O)Nc1cccc(F)c1)C(=O)c1ccc(N2C(=O)c3ccccc3C2=O)cc1 | x | -3.4% | -22.8 | 15.6% | 17.7% | 7.5%
Cc1ccc(NS(=O)(=O)c2ccc(NC(=O)C3CCCO3)cc2)cc1 (stereo not drawn) | -1.9% | -21.2% | -4.9 | 9.3% | u | -0.6%
Cc1nc2ccccc2c2nc3ccccc3n12 | 3.7% | -15.7% | 35.6 | -0.4% | 0.0% | u
Cc1cccc(Nc2ncnc3onc(-c4cccc(Cl)c4)c23)c1 | -4.0% | -32.1% | -10.2 | 4.6% | 16.5% | 1.8%
CCC1CN(C(=O)N2CCC(C(=O)NCCCc3ccccc3)CC2)c2cc(C)ccc2O1 (stereo not drawn) | x | x | -16.0 | x | -1.0% | 21.1%
CCc1ccc(S(=O)(=O)n2ccnc2)cc1 | x | x | -4.0 | x | 7.8% | -0.1%
Cc1cc(F)ccc1S(=O)(=O)Nc1cc2c(C(=O)O)c(C)oc2c2ccccc12 | x | x | 13.0 | x | -17.0% | 23.6%
COc1ccccc1/C=C/CN1CCN(Cc2ccc(C)o2)C(CCO)C1 (stereo not drawn) | -1.3% | 40.5% | 27.1 | 10.0% | 44.7µM* | -4.0%
O=C(C=C1SCCS1)/C=C/c1ccco1 | -0.2% | -19.7% | 64.4 | u | 7.08µM* | -0.2%
Cc1ccc(-c2nc(N3CCCC(C)C3)c3ccccc3n2)cc1 (stereo not drawn) | x | x | -21.0 | x | -3.2% | 15.4%
COc1ccc(-n2c(-c3ccc(Br)cc3)nc(=S)c3c2CCCC3)cc1 | 9.4% | -22.2% | -25.0 | -7.4% | u | 0.8%
O=C(N/N=C/c1ccc(F)cc1)c1cc[n+]([O-])cc1 | -15.0% | 3.7% | -24.1 | 5.5% | -3.5% | -5.2%
Cc1csc(/C(C#N)=N/O)n1 | 2.3% | 22.1% | 35.8 | 10.1% | 11.6%[11.4 µM] | -17.4%
C/C(=N\NC(=O)c1cnccn1)c1ccc([N+](=O)[O-])cc1 | -4.0% | -16.2% | -29.0 | -28.5% | 6.7% | -8.0%
O=C(Nc1ccccc1F)NC1CCCc2ccccc21 (stereo not drawn) | -8.9% | -31.2% | 3.0 | 4.0% | 0.0% | -10.2%
CCOc1ccc(N/C(C)=C/C(=O)c2ccc3c(c2)OCCO3)cc1 | u | 4.7% | 71.8 | -17.4% | 2.8% | -5.6%
COc1cccc(-n2ccnc2SCC(=O)Nc2c(C)cc(C)cc2C)c1 | x | x | -102.0* | x | 0.9% | 0.7%
COc1ccc(N2CC(O)(c3ccc(F)cc3)[N+]3=C2CCCC3)cc1 (stereo not drawn) | 4.9% | -25.4% | -81.1* | -8.9% | -1.3% | -2.6%
Cc1ccc2c(c1)[nH]c1c(N3CCN(Cc4ccc5c(c4)OCO5)CC3)ncnc12 | -0.1% | -16.9% | x | x | -0.7% | -12.5%
CCCN1CCN(CCCNC(=O)Cn2nc(CC)n3c(cc4occc43)c2=O)CC1 | x | x | 35.8 | x | -11.9% | -7.4%
CN(C)CCCNC(=O)c1cc2sc3ccccc3c2s1 | -6.1% | 49.6% | -37.6 | 9.0% | 6.3% | -1.3%
NC(=O)c1c(NC(=O)CSc2nc3c(c(C(F)(F)F)n2)CCc2ccccc2-3)sc2c1CCCC2 | 0.2% | -1.7% | 5.3 | -3.8% | 1.7% | u
N#Cc1ccc(CN2CCN(C(=O)c3ccccc3)CC2)c(Cl)c1 | 1.9% | 35.0% | 38.9 | -9.9% | -34.4% | u
CCOC(=O)c1noc2nc(C)n(CC(=O)Nc3ccccc3F)c(=O)c12 | x | x | -25.2 | x | -8.3% | -2.3%
COc1ccc(C2C(C(=O)Nc3ccccn3)=C(C)Nc3ncnn32)c(OC)c1 (stereo not drawn) | -7.1% | -11.1% | -64.1* | -2.3% | 2.8% | u
CCCCN1CC(O)=C(c2nc3ccccc3[nH]2)C1=N | -1.1% | 0.0% | 20.9 | 135.3%[activator] | -1.4% | -8.8%
CCc1ccccc1-n1nnc(-c2ccccc2)n1 | -9.5% | -23.2% | u | 10.6% | -7.5% | -5.5%
Cc1cccc(C(=O)NCCC(=O)Nc2ccc(F)c([N+](=O)[O-])c2)c1 | 10.7% | -15.7% | 5.3 | -0.4% | 2.2% | -12.6%
CCOc1ccc(C2SCC(=O)N2c2c(C)n(C)n(-c3ccccc3)c2=O)cc1 (stereo not drawn) | 3.0% | 15.6% | -29.3 | 7.8% | 10.6% | u
Cc1cc(S(=O)(=O)Nc2cccnc2)c(Cl)cc1Cl | 6.6% | -21.8% | 32.2 | -2.5% | 8.2% | 2.5%
CCCc1cc(=O)n2[nH]c(-c3ccc(C)cc3)cc2n1 | -26.4% | -22.6% | 68.0 | 11.7% | -27.6% | -11.5%

Pulled by structure from the list above:
SMILES | Giardia FBPA inh | AmpC no deterg | HCMV antiviral | AMA1-RON2 inh | Sm TGR block | AmpC inh detg
COc1cccc(-n2ccnc2SCC(=O)Nc2c(C)cc(C)cc2C)c1 | x | x | -102.0* | x | 0.9% | 0.7%
O=C(N/N=C/c1ccc(F)cc1)c1cc[n+]([O-])cc1 | -15.0% | 3.7% | -24.1 | 5.5% | -3.5% | -5.2%
C/C(=N\NC(=O)c1cnccn1)c1ccc([N+](=O)[O-])cc1 | -4.0% | -16.2% | -29.0 | -28.5% | 6.7% | -8.0%
NC(=O)c1c(NC(=O)CSc2nc3c(c(C(F)(F)F)n2)CCc2ccccc2-3)sc2c1CCCC2 | 0.2% | -1.7% | 5.3 | -3.8% | 1.7% | u
CCOC(=O)c1noc2nc(C)n(CC(=O)Nc3ccccc3F)c(=O)c12 | x | x | -25.2 | x | -8.3% | -2.3%
